FUS yeast rescue = suppressors of FUS proteinopathy in yeast | AID 1347120 | 390,000 tested, 0.24% active | S. cerevisiae FUS-expressing, growth rescue, OD600, 24 h | Potency, µM (series often up to 76.6 µM), without a hit: at the top dose growth rescue (activation), hits mostly activators;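 also: potency is read from the fitted curve at half-maximal effect; plate controls were DMSO vehicle for no effect and reference control for full effect; nearly all actives have a fitted effect of over 55% in size; some results filed as inactive show a strong effect at the top dose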
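Yeast expressing FUS under galactose induction, OD 0.005 in 2% galactose medium; compounds in a dilution series, 24 h at 30C. Growth rescue by absorbance at 600 nm; CP55940 positive control, DMSO negative.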
GLP1R cytotox = cytotoxicity in counter-screen for GLP-1R inverse agonists; HEK293 cAMP-luciferase reporter cells, luminescence, 24 h; Potency, µM (titrated, usually from 38.3 µM), for inactives: at the highest dose activity change, negative = inhibition, actives largely listed as inhibitors; 410,000 tested, 0.13% active; AID 624418;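 also: loss of luciferase light is scored as toxicity; potency is read from the fitted curve at half-maximal effect; % is scaled to controls: 0 for no effect and ±100 for the full control effect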
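Seeding density was 200 cells/uL; after overnight-length (12 h) culture, 23 nL compounds went on for 24 h at 37 °C. Readout used a luciferase detection reagent, luminescence taken after 12 min at room temperature.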
TDP-43 yeast inh = TDP-43 toxicity inhibition in yeast | TDP-43 expressing yeast growth rescue, BacTiter-Glo, 24 h | Potency, µM (series often up to 46.1 µM), inactives show top-dose growth rescue (activation), most hits filed as activators | 410,000 tested, 1.8% active | AID 652104; also: potency is read from the fitted curve at half-maximal effect; % of control where 0% means no effect; nearly all actives have a fitted effect of over 50% in size
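Readout is BacTiter-Glo luminescence of cell growth, so inhibitors register as activators. TDP-43-expressing yeast at OD600=0.02 in galactose medium, after raffinose pregrowth to mid-log, were incubated with compound for 24 hr at 30 deg C.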
PTHR1 agonist = agonists of human PTHR1 parathyroid hormone receptor | Q03431 | 410,000 tested, 0.075% active | Potency, µM (series often up to 115 µM), inactives show top-dose activation, usual class: activators | HEK293 GP2 PTHR1 cells, GloSensor cAMP luminescence, 1 h; also: potency is read from the fitted curve at half-maximal effect; nearly all actives have a fitted effect of over 55% in size; some results filed as inactive show a strong effect at the top dose; inactives centre near -15; many of its hits are not listed in these tables
Target sequence (Q03431 whole entry, looked up): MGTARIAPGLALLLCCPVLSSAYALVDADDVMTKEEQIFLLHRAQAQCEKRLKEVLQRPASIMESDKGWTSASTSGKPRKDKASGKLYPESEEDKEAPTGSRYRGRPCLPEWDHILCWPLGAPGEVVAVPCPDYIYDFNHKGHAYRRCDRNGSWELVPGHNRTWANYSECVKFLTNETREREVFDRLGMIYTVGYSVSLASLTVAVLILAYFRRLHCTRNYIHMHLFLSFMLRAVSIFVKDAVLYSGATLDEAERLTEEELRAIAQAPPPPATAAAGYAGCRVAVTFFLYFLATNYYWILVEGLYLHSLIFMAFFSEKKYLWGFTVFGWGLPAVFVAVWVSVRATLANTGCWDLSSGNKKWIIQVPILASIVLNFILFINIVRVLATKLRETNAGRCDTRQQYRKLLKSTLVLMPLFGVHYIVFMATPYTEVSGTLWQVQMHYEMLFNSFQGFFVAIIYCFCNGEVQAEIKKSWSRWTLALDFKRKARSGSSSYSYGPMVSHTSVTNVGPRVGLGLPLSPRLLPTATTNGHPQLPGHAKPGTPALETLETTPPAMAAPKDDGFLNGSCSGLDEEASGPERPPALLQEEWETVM
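HEK-293-derived GP2 cells expressing PTHR1 and a GloSensor cAMP reporter, 3,000/well, plated overnight, given luciferin plus IBMX (each 0.5 mM as added) for 1 h at 37 °C, then compound for 1 h at 37 °C. Luminescence was read after 15 min at room temperature.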
aSyn rescue = rescues yeast growth from alpha-synuclein toxicity. Yeast expressing alpha-synuclein, growth rescue, BacTiter-Glo, 24 h. Potency, µM (titrated, usually from 46.1 µM), for the others: top-dose growth rescue (activation), most hits filed as activators. 370,000 tested, 0.14% active. AID 652106; also: potency is read from the fitted curve at half-maximal effect; % of control where 0% means no effect; nearly all actives have a fitted effect of over 65% in size
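Rescue of yeast growth: cells expressing toxic alpha-synuclein, induced in galactose at OD600 0.02, incubated with compound 24 h at 30 C. ATP luminescence quantified growth; inhibitors of toxicity appear as activators.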
Abeta rescue = compounds reversing amyloid beta toxicity in yeast | yeast expressing A-beta42, growth rescue, OD600, 48 h; response scale: 0% DMSO, 100% iron-clioquinol control | Potency, µM (top dose mostly 46.1 µM), for inactives: top-dose growth rescue, most hits filed as activators | 410,000 tested, 0.063% active | AID 1347071; also: potency is read from the fitted curve at half-maximal effect; nearly all actives have a fitted effect of over 55% in size
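Yeast A-beta toxicity model in growth medium with pinned compounds, 48 h at 30 C; growth read as absorbance at 600 nm. Normalized to FeCl3/clioquinol equimolar mix (positive) and DMSO (negative).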
Mm-Cpn inhibitor = inhibitors of Methanococcus maripaludis chaperonin (MmCpn) | purified Mm-Cpn ATPase, ADP Transcreener TR-FRET | Potency, µM (titrated, usually from 76.9 µM), for the others: top-dose activity, negative = inhibition, hits mostly inhibitors | 330,000 tested, 0.031% active | AID 504842; also: potency is read from the fitted curve at half-maximal effect; % is scaled to controls: 0 for no effect and ±100 for the full control effect; nearly all actives have a fitted effect of over 80% in size
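Quantitative HTS used 25 nM Mm-CPN and 10 uM ATP in magnesium/KCl Tris buffer, pH 7.4, with 1 mM DTT. Hydrolysis ran 30 min at 37°C; ADP was read by HTRF.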
GLP1R inv ag = inverse agonists of human GLP-1 receptor; 410,000 tested, 1.6% active; AID 624417; HEK293 GLP-1R CRE-luciferase, luminescence, 24 h; GLP-1R form is constitutively active; Potency, µM (titrated, usually from 38.3 µM), without a hit: at the highest dose activity change, negative = inhibition, hits mostly inhibitors; P43220; also: potency is read from the fitted curve at half-maximal effect; % is scaled to controls: 0 for no effect and ±100 for the full control effect; nearly all actives have a fitted effect of over 55% in size
Target sequence (P43220 whole entry, looked up): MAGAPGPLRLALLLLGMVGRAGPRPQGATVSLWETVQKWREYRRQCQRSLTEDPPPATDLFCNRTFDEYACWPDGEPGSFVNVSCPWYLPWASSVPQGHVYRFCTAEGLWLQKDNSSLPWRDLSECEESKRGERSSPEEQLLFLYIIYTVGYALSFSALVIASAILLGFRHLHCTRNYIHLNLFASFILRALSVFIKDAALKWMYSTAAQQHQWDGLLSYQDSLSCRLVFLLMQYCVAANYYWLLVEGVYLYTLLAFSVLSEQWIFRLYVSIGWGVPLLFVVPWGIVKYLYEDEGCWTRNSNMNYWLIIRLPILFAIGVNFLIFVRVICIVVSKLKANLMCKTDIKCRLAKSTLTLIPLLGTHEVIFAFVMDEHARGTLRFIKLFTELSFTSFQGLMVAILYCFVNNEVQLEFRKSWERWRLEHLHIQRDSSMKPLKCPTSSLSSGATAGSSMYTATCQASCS
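Seeding at 200 cells/uL, 12 h culture, 24 hr compound treatment, then luciferase reagent and a luminescence read; cells are HEK293 stably expressing a constitutively active GLP-1R plus cAMP-responsive luciferase.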
Akt phos inh = Akt phosphorylation inhibition; activity change, % for hits at 50 µM; Neuro2A IGF-stimulated pAkt S473 HTRF, 20 min; stronger effect = lower value; 360,000 tested, 0.32% active; in the data active = activity change below about -80%; inconclusive = mostly about -51% to -80%; also: % is scaled to controls: 0 for no effect and ±100 for the full control effect
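Neuro2A cells in DMEM with 0.5% FBS, overnight at 37 deg C, given compound at single 50 µM final, then IGF (6 nM final) for 20 min at 37 deg C. Lysed; phospho-Akt Ser473 by HTRF after 24 h, 665/615 ratio.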
Starred values were filed as active, the others as inactive; i = inactive; ? = inconclusive; . = no result given; & = joins results of further samples; [ ] = another dose, or the depositor's remark. Unless noted, calls follow the shape of the dose curve; as a rule, active = well fitted curve in the direction sought with a large enough effect; inconclusive = small, poorly fitted or top-dose-only effect, or another doubt; inactive = no such curve, though single readings can be large; an effect the other way counts as inactive or inconclusive. An excerpt; the hit share may differ from the screen's.

SMILES	FUS yeast rescue	GLP1R cytotox	TDP-43 yeast inh	PTHR1 agonist	aSyn rescue	Abeta rescue	Mm-Cpn inhibitor	GLP1R inv ag	Akt phos inh
COC(=O)C1=C(c2cc3ccccc3s2)C[C@@H]2CC[C@H]1N2C(=O)NCCNC(C)=O	-8.6%	2.9%	12.7%	i	5.6%	0.3%	.	11.1%	i
CC(=NCCCn1ccnc1)c1c(O)n(C)c(=O)n(C)c1=O	9.2%	-1.5%	-34.3%[inhibitor]	-10.9%[57.5 µM]	-5.6%	-1.7%	-2.4%	0.0%	i
CCCCC[C@@H]1CCCCC[C@@H](O)C[C@@H](O)[C@@H](O)/C=C/C(=O)O1	?	-3.0%	15.1%	-0.7%	?	-12.7%	.	-1.4%	i
C=C(c1ccccc1)P(=O)(O)O	-16.9%	-17.3%	-1.8%	-19.3%	-8.2%	-17.0%	0.3%	10.0%	i
COc1ccc(OC)c(C2CC(=O)C3=C(C2)NC(=O)CC3c2ccc(O)c(OC)c2)c1 (stereo unspecified)	-9.3%	61.1%[activator]	3.1%	-26.4%	6.3%	-0.1%	0.7%	-1.1%	i
O=c1c2ccccc2nc(CNCc2ccco2)n1-c1ccc(F)cc1	15.7%	-1.2%	12.5%	i	-0.4%	12.0%	-2.2%	13.4%	i
CN1CCN(c2ccccc2NC(=O)c2ccc(N3CCCC3)c([N+](=O)[O-])c2)CC1	24.1%	?	-17.9%	i	-0.5%	4.2%	-0.6%	?	i
Cc1cnc[nH]1	-26.1%	-10.8%	17.7%	-15.4%	5.4%	-26.7%	-3.6%	3.4%	.
C=CCNC(=O)c1c(N)n(Cc2ccco2)c2nc3ccccc3nc12	?	347.6%[activator]	-4.4%	i	0.6%	15.9%	-2.8%	0.0%	-99.2%*
Cc1nn(-c2ccccc2)c(Cl)c1C1C(C#N)=C(N)Oc2c1c(=O)oc1ccccc21 (stereo unspecified)	?	-3.1%	18.0%	i	14.0%	18.0%	-3.1%	14.8%	i
CN(C(=O)Oc1ccc(C(C)(C)C)cc1)c1ccccc1	4.6%	-9.1%	6.1%	i	0.0%	-3.6%	1.2%	?	i
N#CC(C#N)=Cc1ccc(-c2ccccc2F)o1	.	1.3%	?	i	1.2%	7.6%	-16.2%	15.4%	i
CCOc1ccc(NCc2cccn2-c2nnc(N3CCC(C(=O)NCc4ccc(C)cc4)CC3)s2)cc1	?	-1.3%	15.0%	-31.9%[inhibitor]	.	-2.0%	.	?	.
O=C1CC=C2C3CC4N(CCC45c4cc(O)c(O)cc4N1C25)CC3=CCBr (stereo unspecified)	.	-25.5%	6.5%	i	-1.4%	13.5%	.	-19.5%	i
O=C(CNC(=O)c1ccc(Cl)cc1)Nc1ccc(Br)cc1C(=O)c1ccccc1	5.8%	?	?	-6.7%	17.1%	25.9%	1.4%	?	i
Cc1c(N=Cc2c(O)n(C)c(=O)[nH]c2=O)c(=O)n(-c2ccccc2)n1C	-10.7%	3.1%	2.3%	i	-1.1%	-1.1%	0.0%	14.8%	i
CC(Cc1ccccc1)N1C(=O)c2ccccc2C1=O (stereo unspecified)	-19.6%	0.1%	0.0%	-4.3%	1.3%	-8.7%	2.2%	-11.4%	i
CCCCCCn1c(=O)[nH]c2nc3cc(N)c(C)cc3nc2c1=O	.	.	10.5%	-4.4%	-2.3%	-11.7%	-4.4%	-0.4%	i
CC(C)C(=O)c1cn(Cc2ccccc2C#N)c2ccccc12	15.4%	-5.9%	?	-4.7%[57.5 µM]	17.9%	-10.9%	2.5%	?	i
O=C(NCc1cccnc1)/C(=C/c1ccc(-c2cccc(Cl)c2)o1)S(=O)(=O)c1ccccc1	.	?	5.0%	-26.2%	9.2%	-2.5%	1.5%	-1.7%	i
Cc1ncc(CC(=O)n2cc(C(=O)c3cc(Cl)ccc3O)cn2)s1	38.3%	2.1%	1.9%	-4.5%	2.6%	-1.4%	0.1%	?	i
c1ccc(C[n+]2ccccc2)cc1	-37.2%	3.6%	15.0%	-18.0%	5.4%	7.0%	1.3%	23.2%	i
C[N+]1([O-])[C@@H]2CC(OC(=O)[C@H](CO)c3ccccc3)C[C@H]1[C@@H]1O[C@@H]12 (stereo partly specified)	-40.8%	-3.2%	0.0%	-26.5%	3.4%	-3.7%	-1.1%	6.6%	i
CCOP(=O)(OCC)c1ccc(O)cc1	-4.6%	?	?	i	3.4%	-11.6%	-0.2%	?	i
C=C1C(=O)[C@]23C[C@H]1CC[C@H]2[C@]1(C)[C@@H](OC(C)=O)CC[C@@](C)(C(=O)OC)[C@H]1C[C@@H]3OC(C)=O	-12.1%	?	17.8µM*	-9.1%	17.4%	-41.1%[inhibitor]	.	?	i
COc1ccc(S(=O)(=O)NCCc2sc3nc(-c4ccc(C)cc4)nn3c2C)cc1F	9.3%	9.5%	22.2%	-55.6%[inhibitor]	.	11.7%	.	?	.
CC(=O)Nc1ccccc1OC(=O)N(C)C	8.9%	14.0%	10.1%	17.2%[57.5 µM]	0.0%	24.5%	0.6%	-1.9%	i
CC(=O)c1ccc(OC(=O)N(C)c2ccccc2)cc1	-5.0%	-8.0%	-12.0%[0.397 µM]	i	8.7%	2.0%	1.2%	14.5%	i
CC(C)=CCc1c(O)cc2c(c1O)C(=O)CC(c1ccc(O)cc1)O2 (stereo unspecified)	-1.5%	-7.3%	?	-10.2%	-0.2%	-74.0%[inhibitor]	1.7%	12.6µM*	i
O[C@@H]1CCCC[C@H]1N1CCC(c2ccccc2)CC1	-46.8%	2.9%	0.0%	i	-5.0%	-10.5%	1.8%&0.1%	-15.1%	i
O=C(N/N=C/C=C\c1ccccc1[N+](=O)[O-])c1cc(-c2ccc3ccccc3c2)n[nH]1	41.6%	?	-16.8%[0.397 µM]	-13.1%	-2.7%	4.0%	-0.2%	?	i
CCN1CCN(c2cc(=O)n3ccccc3n2)CC1	-22.6%	-1.0%	-4.5%	-39.6%	-0.6%	-7.3%	-0.9%	3.5%	i
CCN[C@@H](C)Cc1cccc(C(F)(F)F)c1	-33.0%	-3.9%	14.6%	-19.1%	-8.2%	-11.7%	-1.1%	4.9%	i
OC(c1ccccc1)(c1ccc(Cl)cc1)C1CN2CCC1CC2 (stereo unspecified)	6.9%	?	-14.7%	20.9%	-2.2%	5.9%	-0.8%	1.58µM*	i
COc1ccc([C@H]2C[C@H](O)[C@@H](n3cc(COC(=O)c4ccccc4)nn3)CN2Cc2cccs2)cc1	19.1%	-10.4%	0.0%	-24.5%	-0.6%	1.1%	.	1.6%	i
CCCC1(CCC)C(=O)NC(=NCc2ccccc2)NC1=O	-0.2%	?	16.7%	i	8.9%	9.7%	-2.0%	?	i
O=c1c2ccccc2nc(-c2ccc([N+](=O)[O-])cc2)n1-c1ccccc1	-0.8%	-2.5%[1.53 µM]	0.0%	i	-1.1%	-7.6%	-6.3%	-14.3%	i
Cn1c(=O)cc(OCCCC(=O)N2CCC3(CC2)OCCO3)c2ccccc21	-0.3%	-2.1%	9.0%	i	0.2%	11.0%	?	25.9%	i
CCCCC(CC)COCCCN=Cc1c(O)[nH]c(=S)[nH]c1=O (stereo unspecified)	6.8%	1.2%	7.7%	i	-2.9%	2.0%	0.1%	?	i
CN(C)CC#CCC(O)(c1ccccc1)C1CCCC1 (stereo unspecified)	15.9%	-15.0%	6.1%	i	-4.3%	-11.6%	0.2%	6.4%	i
CCCn1nc(C(=O)N2CCc3ccccc3C2)c2ccccc2c1=O	-12.4%	26.4%	2.1%	-4.0%	-10.2%	-11.8%	-3.2%	-18.2%	i
CCn1c(P(C)(=O)O)nc2ccccc21	-27.1%	2.2%	8.9%	i	-5.1%	2.0%	0.6%	4.4%	i
COc1ccc(NC(=O)CN2C(=O)CN=C(c3ccccc3)c3ccccc32)c(OC)c1	7.5%	-0.2%	18.9%	i	.	-4.6%	.	-0.5%	.
Cc1nc2ccccc2c(=O)n1-c1ccc(-c2ccccc2)cc1	-14.1%	3.3%	20.7%	-20.1%	10.8%	-31.1%	-0.3%	?	i
N#Cc1ccccc1Cn1cc(C(=O)c2ccccc2F)c2ccccc21	.	11.3%	?	-35.3%[inhibitor]	1.0%	8.0%	-5.9%	?	i
CCCSc1nc2ccccc2c(=O)n1-c1ccccc1OC	23.2%	1.2%	-4.5%	i	.	-11.3%	.	?	.
COC(=O)C1=C(c2ccc(F)cc2OCc2ccccc2)C[C@@H]2CC[C@H]1N2C(=O)NCc1cccc(OC)c1	?	4.0%	?	i	6.1%	0.3%	3.2%	-6.7%	i
CC1CCN(c2ccccc2NC(=O)c2cc3ccccc3o2)CC1	.	25.3%	?	-13.2%	-2.2%	-42.2%[inhibitor]	1.7%	4.9%	i
O=c1[nH]nc(SCCS(=O)(=O)c2ccc(F)cc2)n1-c1ccccc1C(F)(F)F	16.5%	?	-7.2%	-1.9%	-5.6%	7.0%	0.7%	?	i

Screening results deposited in PubChem BioAssay by National Center for Advancing Translational Sciences (NCATS).
